M5 antag = antagonists of human muscarinic M5 receptor (CHRM5); CHO-hM5 cells, Fluo-8 calcium fluorescence, ACh EC80; inhibition, % at 3 µM; AID 624040; hit rate 0.59% among 360,000;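 active = inhibition above a per-plate cutoff, the mean of that plate's test compounds plus 3 SD, cut at about 27% in these data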;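 note: 0% = acetylcholine EC80 with DMSO and 100% = DMSO without agonist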
Target sequence (P08912 whole entry, looked up): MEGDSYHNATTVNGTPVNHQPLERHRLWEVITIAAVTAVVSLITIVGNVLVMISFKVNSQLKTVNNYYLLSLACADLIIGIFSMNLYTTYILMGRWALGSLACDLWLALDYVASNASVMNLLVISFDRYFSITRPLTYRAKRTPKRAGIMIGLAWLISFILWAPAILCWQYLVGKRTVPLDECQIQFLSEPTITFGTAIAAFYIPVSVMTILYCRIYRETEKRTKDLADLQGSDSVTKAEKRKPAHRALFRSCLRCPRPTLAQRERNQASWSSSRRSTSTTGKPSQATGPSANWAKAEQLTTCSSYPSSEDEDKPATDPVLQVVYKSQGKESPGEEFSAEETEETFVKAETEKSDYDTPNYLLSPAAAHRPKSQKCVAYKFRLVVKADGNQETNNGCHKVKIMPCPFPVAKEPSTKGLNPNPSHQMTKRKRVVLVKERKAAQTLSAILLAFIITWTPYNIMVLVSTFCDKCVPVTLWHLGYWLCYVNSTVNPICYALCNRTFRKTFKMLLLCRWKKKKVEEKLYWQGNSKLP
M4 ag = CHRM4 agonism in calcium assay; P08173; CHO-K1 hM4/Gqi5, Fluo-8 calcium fluorescence; vehicle 0%, full acetylcholine response 100%; activation, % at 3 µM; hit rate 0.14% among 360,000; AID 624127;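 active = activation above the run mean over all test wells plus 3 SD, cut at about 32% in these data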;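 note: peak over basal fluorescence ratio per well then scaled between controls; 0% = DMSO wells and 100% = acetylcholine at EC100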
Target sequence (P08173 whole entry, looked up): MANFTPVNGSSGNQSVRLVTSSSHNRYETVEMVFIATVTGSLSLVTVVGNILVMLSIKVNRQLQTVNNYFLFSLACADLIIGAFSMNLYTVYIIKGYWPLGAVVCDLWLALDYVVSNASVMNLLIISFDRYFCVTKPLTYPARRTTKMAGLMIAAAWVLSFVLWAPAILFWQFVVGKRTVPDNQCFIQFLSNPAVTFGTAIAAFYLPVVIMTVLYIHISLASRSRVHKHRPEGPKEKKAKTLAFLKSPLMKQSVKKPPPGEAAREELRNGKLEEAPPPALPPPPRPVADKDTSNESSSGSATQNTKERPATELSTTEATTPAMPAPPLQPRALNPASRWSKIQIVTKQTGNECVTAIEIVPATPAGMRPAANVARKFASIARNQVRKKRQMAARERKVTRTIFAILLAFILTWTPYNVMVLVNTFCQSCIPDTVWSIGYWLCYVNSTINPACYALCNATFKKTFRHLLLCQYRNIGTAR
M4 PAM = CHRM4 positive allosteric modulation; P08173; CHO-K1 hM4/Gqi5, Fluo-8 calcium fluorescence, ACh EC20; 0% = ACh EC20, 100% = maximal ACh; activation, % at 3 µM; hit rate 0.4% among 360,000;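 active = activation above its plate's cutoff, the mean activation of sample wells plus 3 SD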; note: some results filed as inactive read as strong as hits
M1 antag = blocks human M1 muscarinic receptor; CHO-K1 hM1, Fluo-8 calcium fluorescence, ACh EC80 antagonist; inhibition, % at 3 µM; hit rate 1.3% among 360,000;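 active = percent inhibition above its own plate's cutoff, namely the mean of that plate's compound wells plus 3 SD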;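 note: peak over basal fluorescence ratio during 140 s after agonist addition; 0% = ACh EC80 plus DMSO and 100% = DMSO alone without agonist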
CRFR2-BP ag = agonists of human CRF-binding protein/CRF-R2 receptor complex | HEK293 CRF-R2/CRF-BP, calcium dye fluorescence (FLIPR); percent of saturating CRF peptide response | activation, % at 13.2 µM | hit rate 0.46% among 350,000 | AID 588473;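 active = activation of at least 50%, plus an integration ratio under a set limit after plate pattern correction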;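 note: plate controls were neutral control wells without compound for no effect and CRF at EC100 for full effect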
CHRM4 antagonist = CHRM4 antagonism in calcium assay. CHO-hM4 cells, ACh EC80, Fluo-8 calcium fluorescence. P08173. hit rate 0.73% among 360,000. inhibition, % at 3 µM;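 active = inhibition above its plate's cutoff, the mean inhibition of sample wells plus 3 SD, cut at about 27% in these data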;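 note: 0% = acetylcholine EC80 with DMSO and 100% = DMSO without agonist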
CHRM1 PAM = potentiates human M1 receptor response to acetylcholine | CHO-K1 hM1, Fluo-8 calcium fluorescence, ACh EC20; 0% = ACh EC20, 100% = maximal ACh | hit rate 0.088% among 360,000 | AID 588819 | activation, % at 3 µM; in the data active = activation above about 19%, passing the limit was not always enough
M5 PAM = CHRM5 positive allosteric modulation. P08912. CHO-K1 hM5, Fluo-8 calcium, ACh EC20 PAM; 0% = ACh EC20, 100% = ACh EC100. activation, % at 3 µM. hit rate 0.3% among 360,000. AID 624038;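 active = activation above the run cutoff, the mean activation of all test compounds plus 3 SD, cut at about 18% in these data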
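Assay system – human M5 receptor in CHO-K1 cells · Read-out – % activation, ACh-normalized · Technique – Fluo-8 calcium fluorescence · Dosing – single-point, 3 µM nominal · Incubation – Fluo-8 loading 80 min at 37 °C plus 30 min room temperature · Repeats – singlicate, one well per test compound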
CHRM5 agonist = agonists of human muscarinic M5 receptor (CHRM5); P08912; CHO-K1 hM5 cells, Fluo-8 calcium fluorescence; 0% DMSO wells, 100% maximal acetylcholine response; activation, % at 3 µM; hit rate 0.19% among 360,000;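 active = activation above the run's mean over test compounds plus 3 SD, cut at about 23% in these data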;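 note: signal is peak over basal fluorescence ratio across the kinetic read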
* hit, by the source's call; . = no result given.

Values run as follows: M4 ag, CHRM5 agonist, CHRM4 antagonist, M1 antag, M5 PAM, CRFR2-BP ag, M5 antag, CHRM1 PAM, M4 PAM
> O=C1C2CCCN2C(=S)N1C1CCCCC1 (centres undefined)
    0, 4, 10, -8, 6, 0.7, -7, 7, -4
> CS(=O)(=O)c1ccc(Cl)c(S(=O)(=O)NCc2ccccc2)c1
    0, 0, 7, -5, -2, -0.9, 7, -3, -3
> CCCCCCn1cc(CN2CC(N3CCN(C)CC3)CS2(=O)=O)nn1 (centres undefined)
    0, -1, -12, ., 0, ., -7, ., 6
> CN(C(=O)COC(=O)c1ccc([N+](=O)[O-])cc1)c1ccccc1
    0, -3, -4, 4, 0, -0.1, 10, 0, 3
> COc1ccc(OC)c(S(=O)(=O)N2CCC(C(=O)NCc3ccncc3)CC2)c1
    -1, -1, -3, 1, 0, 1.2, 6, 3, -1
> CCc1ccc(C(=O)C(C)OC(=O)C2COc3ccccc3O2)cc1 (centres undefined)
    0, -2, 6, -3, 0, 0.9, 3, 1, -5
> OCc1ccccc1-c1cnc2cccnn12
    1, 1, -14, -16, -1, ., -5, 9, 5
> Cc1ccccc1Cn1cc(NC(=O)c2cc3nc(-c4ccco4)cc(C(F)(F)F)n3n2)cn1
    5, 0, 7, 14, -12, -0.5, 5, -6, -3
> NC(=O)C1CCN(C(=O)c2cc(Cl)c3c(c2)OCCO3)CC1
    0, 1, -7, -13, 1, -2.5, 16, 8, 8
> Cn1c(SCC(=O)NC2CCCCCC2)nnc1-c1ccco1
    1, -3, 3, -9, 1, 1.9, 7, 5, 0
> Cc1ccccc1NC(=O)CSc1nc2ncc(Cl)cc2[nH]1
    1, 0, -9, -8, 16, 1.3, -1, 6, 3
> Cc1ccc(S(=O)(=O)N2CCC(=O)N(CCOCc3ccc(F)cc3)CC2)cc1
    2, 2, 16, 3, -5, 1.5, 6, -4, -1
> CCCCN(C)CCNC(=O)c1cc2c(=O)[nH]c3ccccc3c2n1C
    0, -1, -1, -1, -4, 2.4, 7, 8, -6
> O=C(Cn1nnc(-c2ccccc2F)n1)Nc1cccc2ncccc12
    2, -2, 4, 14, -8, 0.3, 4, -6, -5
> Cc1ccccc1OCC(=O)Nc1c2c(nn1C(C)(C)C)CS(=O)(=O)C2
    4, 1, -4, -7, 7, 1.5, -2, 6, -5
> CC1CCCCC1NC(=O)/C(C#N)=C/C=C/c1ccccc1[N+](=O)[O-] (centres undefined)
    13, -3, -5, 4, -13, -0.8, 15, -3, -13
> CCn1cc(/C=C/C(=O)Nc2ccc(C)cc2Br)cn1
    5, 4, -7, 3, 1, 1.1, 4, -6, -1
> O=C(C1CC(c2ccc(F)cc2)=NO1)N1CCN(Cc2ccccc2)CC1 (centres undefined)
    4, 2, 17, -13, -15, 0.3, 9, 6, -11
> COc1ccc(-c2csc(NC(=O)C3COc4ccccc4O3)n2)cc1OC (centres undefined)
    18, 3, 7, 18, -14, 1.5, 9, -15, -11
> CS(=O)(=O)NCCn1ccc2ccccc21
    1, -2, 5, -2, 3, -1.1, 1, 1, 17

A draw from above in order of count of non-hydrogen atoms, low to high.
Values run as follows: M4 ag, CHRM5 agonist, CHRM4 antagonist, M1 antag, M5 PAM, CRFR2-BP ag, M5 antag, CHRM1 PAM, M4 PAM
> Cc1ccccc1NC(=O)CSc1nc2ncc(Cl)cc2[nH]1
    1, 0, -9, -8, 16, 1.3, -1, 6, 3
> Cc1ccccc1OCC(=O)Nc1c2c(nn1C(C)(C)C)CS(=O)(=O)C2
    4, 1, -4, -7, 7, 1.5, -2, 6, -5
> Cc1ccc(S(=O)(=O)N2CCC(=O)N(CCOCc3ccc(F)cc3)CC2)cc1
    2, 2, 16, 3, -5, 1.5, 6, -4, -1

Further structures
Values run as follows: M4 ag, CHRM5 agonist, CHRM4 antagonist, M1 antag, M5 PAM, CRFR2-BP ag, M5 antag, CHRM1 PAM, M4 PAM
> CCOC(=O)c1ccc2nc(C)c3c(c2c1)OC(C)C3 (centres undefined)
    0, -5, 2, -14, -1, -1.3, 2, 7, 4
> O=C(NCC1CCCO1)c1ccccc1-c1nc(-c2ccc(Cl)cc2)no1 (centres undefined)
    9, 0, 14, 14, -9, 0.1, 10, -8, -8
> CC1CC(C)CN(C(=O)c2ccc(NS(=O)(=O)c3ccc4[nH]c(=O)[nH]c4c3)cc2)C1 (centres undefined)
    1, -1, -20, -14, -4, -1.1, 6, 1, -1
> Cc1ccc(NS(=O)(=O)c2ccc(/C=C/C(=O)O)cc2)cc1Cl
    1, 1, 0, -19, 4, -1.2, 7, 15, -1
> Cc1cc(Br)cn2c(Cc3ccccc3C(F)(F)F)c(-c3ccc(Cl)cc3)nc12
    0, 0, -3, ., -2, ., 7, ., 7
> CCNC(=S)N1CCN(c2nc(-c3ccc(F)cc3)cs2)CC1
    14, 3, 5, 6, -14, -4.0, 14, -4, -7
> CC1CCN(C(=S)Nc2ccc(F)cc2)CC1
    0, -5, 22, 6, 0, -0.8, 4, -6, -13
> CC(=O)Nc1ccc(N2C(=O)CSC2c2ccccc2[N+](=O)[O-])cc1 (centres undefined)
    1, 4, 3, -5, 6, -1.9, 3, 9, -1
> N#C/C(=C\c1ccc(O)c(O)c1)C(=O)c1ccc(O)c(O)c1
    0, 1, -1, -26, -5, 4.8, 7, 1, -3
> COCCn1c(SCC(=O)Nc2cc(C)on2)nc2c(c1=O)SC(C)C2 (centres undefined)
    1, -2, 5, -6, 9, -0.2, 2, 10, 4
> CC(C)NC(=O)C(=O)Nc1cc2c3c(c1)C(C)C(=O)N3CCC2 (centres undefined)
    1, 0, 5, 6, 3, -2.4, -1, -2, 5
> Cc1onc(C(=O)N2CCC(Cc3ccccc3)CC2)c1[N+](=O)[O-]
    14, -3, 1, 10, -11, -0.8, 19, -7, -10
> COc1cc(NC(=O)c2ccco2)c(OC)cc1NC(=O)Nc1ccc(Cl)cc1
    5, -3, -6, 14, -4, 0.1, 1, -9, 6
> C(=N\n1cnnc1)/C1CCCCC1
    0, 1, -10, 3, 2, -0.1, -2, 5, 5
> CN(C)C(=O)CC12CC3CC(C1)CC(CC(=O)N(C)C)(C3)C2
    2, 3, -8, 3, -9, 0.7, -2, 2, -1
> CC(=O)Nc1ccccc1NS(=O)(=O)c1ccc(Cl)cc1
    4, 1, 8, -2, 4, -1.2, -2, 4, 0
> C=C(C)C(=O)Oc1ccc(N=Nc2ccc(C)cc2)ccc1=O
    -3, 0, 6, -10, -2, -7.8, -4, 3, 3
> CC(=O)N1N=C(c2c(-c3ccccc3)c3cc(C)ccc3[nH]c2=O)CC1c1ccco1 (centres undefined)
    4, 2, 8, -2, -3, -1.8, 5, 4, -2
> O=C(c1ccc2ncsc2c1)N1CCN(c2nc3ccccc3s2)CC1
    16, 6, 7, 22, -6, -0.5, 3, -10, 0
> CC(=O)NC(=S)Nc1ccc(NC(=O)c2cccnc2Cl)cc1
    0, -2, -4, 0, 4, -1.7, -1, -2, -7
> CC(=O)/C(=C/Nc1ccc(Oc2ccccc2)cc1)c1ccccc1
    -2, -9, 18, 11, -10, -6.0, 2, -14, -6
> CCN1CC(CNCc2cn(-c3ccc(OC)cc3)nc2-c2ccccc2Cl)CC1=O (centres undefined)
    2, 1, -4, -2, -1, -0.8, 10, 6, -2
> CCc1nnc(NC(=O)CSc2nnc3c(C)cc4c(C)ccc(C)c4n23)s1
    1, 1, 4, 3, 9, 1.0, 0, 8, 14
> CCn1c(SCC(=O)c2ccccc2)nc2ccccc2c1=O
    2, -2, 1, -2, -6, -0.8, -12, 5, -12
> O=C(NCc1ccncc1)/C(=C\c1ccc(F)cc1)NC(=O)c1ccccc1
    1, -1, -3, -6, -8, -1.6, 7, 9, -4
> NC(=O)c1cccc2c3c([nH]c12)CCCC3
    0, -2, 13, -18, 0, 13, -2, 8, 6
> O=C(Cc1csc(-c2ccc(F)cc2)n1)Nc1cccc(S(=O)(=O)NC2=NCCC2)c1
    1, -2, -4, -12, -1, -1.8, 8, 5, 3
> O=C/C(=C\Nc1ccc(C(=O)N2CCOCC2)cc1)c1nc2ccccc2o1
    2, -3, -1, -17, -7, -1.6, 10, 11, 2
> C[C@H]1CN([C@@H](C)CO)C(=O)CCCn2nncc2CO[C@@H]1CN(C)C(=O)Nc1ccc(N2CCCCC2)cc1
    1, 1, 11, -1, 2, -0.6, -3, 2, -5
> CCCS(=O)(=O)N1CCN(C(=O)c2cccnc2)CC1
    0, -5, 0, -10, 2, 0.5, -12, 8, 1
> O=C(Cc1ccccc1)Nc1ccc(NC(=O)Cc2ccccc2)c(Cl)c1
    0, 1, -5, -3, 3, 2.0, 11, 2, -2
> COc1ccc(Nc2ncnc3sc(C)cc23)cc1
    0, -6, -26, -12, -3, -2.1, 8, 5, 5
> COc1cccc(NC(=O)COC(=O)c2nc(Cl)ccc2Cl)c1
    4, -5, 3, -4, -5, -2.6, 11, 7, 6
> CN(CC(=O)Nc1nc2ccccc2s1)S(=O)(=O)c1ccc(Br)cc1
    25, 4, 16, -5, -12, 3.0, 5, 1, -3
> O=C(CNS(=O)(=O)c1ccccc1)NCc1cccnc1
    1, 0, -1, -6, -3, -1.8, -3, 12, 1
> CC(C)Sc1nnc(NC(=O)CCc2ccccc2)s1
    1, -1, -5, -16, 9, -0.3, 0, 9, 4
> COc1cc(-n2c(=O)c3ccccc3n(CC(=O)c3ccc(Br)cc3)c2=O)cc(OC)c1OC
    1, -1, -4, -8, 0, -2.0, 5, 3, -7
> CCCCc1ccc(NC(=O)N2CCNC(=O)C2CC(=O)Nc2ccsc2C(=O)OC)cc1 (centres undefined)
    2, 1, 5, -9, 4, 0.8, 8, 21, -1
> CC1(C)Oc2cc3oc(=O)ccc3cc2C[C@@H]1O
    0, 2, 2, -8, -4, 0.5, 10, 6, 10
> COCCn1c(-c2ccc(F)cc2)nc2cccnc21
    2, -2, 1, 4, 0, -1.9, 4, -5, 1
> CC1CN(C(=S)Nc2cccc(F)c2)CC(C)O1 (centres undefined)
    1, -1, -14, -19, 3, 1.0, 6, 4, 1
> COc1ccccc1-c1cc(C(F)(F)F)n2ncc(C(=O)N3CCc4ccccc4C3)c2n1
    1, -3, 1, -7, -2, -0.8, -2, 2, -3
> CCS(=O)(=O)N1CCC(C(=O)NCCN2CCOCC2)CC1
    0, -3, 2, -1, -5, -1.9, 4, 4, 3
> CCOC(=O)C1(Cc2cccc(Cl)c2)CCCN(C(=O)CCSC)C1 (centres undefined)
    0, -2, 7, -6, -5, 0.3, 13, 8, -4

High-throughput results from PubChem.
